Screening results deposited in PubChem BioAssay by several laboratories.
Dynein cargo inh: blocks dynein driven cargo transport along microtubules; AID 1381; actives 0.47% (n = 220,000); z-score, hits read low; 3617.4 mouse cells, GR-EGFP nuclear translocation imaging; test concentration mostly 20 µM; stimulated with dexamethasone, 1 µM; hits give low values;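 active = plate z-score of nuclear minus cytoplasmic receptor signal below a set negative limit, without overly bright fluorescence or cell loss, cut at about -3.5 in these data, passing the limit was not always enough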;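 also: z-score of nuclear minus cytoplasmic ring GR-EGFP intensity difference per well; some compounds called inactive have numbers as strong as hits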
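Buffer or medium – tet-free medium with charcoal-stripped serum · Signal – automated 10x imaging of fixed Hoechst-stained cells · Also added – dexamethasone agonist, 1.0 µM final, for 30 min · Incubation – induction 48 h, compound 1 h, agonist 30 min · Read-out – GR-EGFP nuclear translocation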
HEK293 NOD2/NF-kB: inhibition of NOD2-driven NF-kB reporter – cell-based, luminescence, uHTS, HEK293 (AID 1566); HEK293 NOD2/NF-kB luciferase reporter, luminescence; higher % means a stronger effect; inhibition, % at 4 µM, or EC50 in µM where a hit was titrated; actives 0.63% (n = 290,000); also: many of its hits are not listed in these tables
NOD1 inhibition: NOD1 signaling inhibitors, primary screen, cell-based, luminescence, uHTS (AID 1578). NOD1-driven NF-kB luciferase reporter cells, luminescence; higher % means a stronger effect. inhibition, % at 4 µM, or EC50 in µM where a hit was titrated. actives 1% (n = 290,000); in the data active = inhibition mostly above about 36%, no sharp cut-off; inactive = mostly below about 34%;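 also: HEK-293T reporter cells stimulated with the NOD1 agonist gamma-tri-DAP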
M1AAP inhibition: malaria alanyl aminopeptidase activity blockers – biochemical, fluorogenic H-Leu-NHMec substrate, 1536-well (AID 1445) | recombinant M1AAP, H-Leu-NHMec fluorogenic kinetic assay; higher % means a stronger effect | inhibition, % at 30 µM, or IC50 in µM where a hit was titrated | actives 0.42% (n = 220,000);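 active = primary inhibition above the hit cutoff, then over 50% inhibition at one or more dose response concentrations, cut at about 23% in these data, passing the limit was not always enough; inconclusive = conflicting primary data, or primary hits not chosen for dose response; inactive = low primary inhibition, or under 50% at every dose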;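 also: plate controls were DMSO full reaction for no effect and no enzyme background for full effect; strong numbers were not always called active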
GPR55 activation: selective activators of receptor GPR55 – imaging, U2OS cells, beta-arrestin-GFP redistribution, primary screen (AID 1961); U2OS GPR55 beta-arrestin-GFP redistribution imaging; higher % means a stronger effect; actives 0.048% (n = 290,000); one-dose activation, % at 10 µM; EC50 in µM for titrated hits;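 active = activation above 40% with more than 50 cells counted in the well; inconclusive = wells holding fewer than 50 cells, flagged as toxic or sparse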;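 also: U2OS osteosarcoma cells stably expressing GPR55 and beta-arrestin-GFP; plate controls were DMSO negative control for no effect and LPI positive control for full effect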
KOR beta-arrestin-1: kappa opioid receptor activators – cell-based, luminescence, uHTS, primary screen (AID 1777); KOR beta-arrestin recruitment, luminescence; higher % means a stronger effect; activation, % at 10 µM, or EC50 in µM where a hit was titrated; actives 0.02% (n = 280,000); in the data active = activation above about 50%, passing the limit was not always enough; also: a part of the inactive calls stands beside numbers as strong as those of hits
AID2073: disruptors of CaV2.2 binding to Mint1 – biochemical, HTRF (AID 2073). actives 0.19% (n = 290,000). HTRF protein-protein interaction, Mint1-CaV2.2; higher % means a stronger effect. inhibition, % at 20 µM; hits with a dose series show IC50 in µM; in the data active = inhibition mostly above about 51%, no sharp cut-off; inconclusive = no clear call, values can overlap the other calls; inactive = mostly below about 53%; also: some results filed as inactive read as strong as hits
KOR beta-arrestin-2: kappa opioid receptor blockers – cell-based, luminescence, uHTS (AID 1778); KOR beta-arrestin recruitment, luminescence, antagonist mode; higher % means a stronger effect; inhibition, % at 10 µM, or IC50 in µM where a hit was titrated; actives 0.091% (n = 290,000); also: strong numbers were not always called active
M17LAP inhibition: P. falciparum M17LAP inhibitors, primary screen, biochemical, fluorogenic H-Leu-NHMec substrate, 1536-well (AID 1619). recombinant M17LAP, H-Leu-NHMec fluorogenic kinetic assay; higher % means a stronger effect. one-dose inhibition, % at 30 µM; IC50 in µM for titrated hits. actives 0.38% (n = 220,000);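 active = compound inhibiting the enzyme by more than half at any dose during confirmatory dose-response retesting; inconclusive = strong single-dose inhibitors picked by rank but not retested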;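 also: plate controls were full reaction with DMSO carrier for no effect and no enzyme background for full effect; strong numbers were not always called active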
Dynein cargo inh cytoplasmic EGFP: also measured in Dynein cargo inh; calls as there; z-score; measured here: cytoplasmic GR-EGFP intensity; hits give high values
Dynein cargo inh nuclear GR-EGFP: further read-out of Dynein cargo inh, marked with its call; z-score; measured here: nuclear GR-EGFP intensity;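 lower value marks the stronger effect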
Dynein cargo inh cell count: second read-out of Dynein cargo inh, no call of its own (marks repeat the call); z-score; measured here: cell count per field
* = called active by the depositor; ? = inconclusive; . = not tested or not shown; [ ] = remark or other dose. Rule as the data show it, unless noted: active = inhibition above about 50%; inactive = the rest. Some of the compounds tested (hit frequency here may not be typical).

SMILES	Dynein cargo inh cell count	NOD1 inhibition	M1AAP inhibition	HEK293 NOD2/NF-kB	KOR beta-arrestin-2	KOR beta-arrestin-1	Dynein cargo inh	Dynein cargo inh cytoplasmic EGFP	M17LAP inhibition	Dynein cargo inh nuclear GR-EGFP	AID2073	GPR55 activation
COc1ccc(C(=O)NCC(=O)N2CCC(C)CC2)cc1OC	-0.013	8%	1%	16%	5%	-5.4%	0.44	-0.21	33%	0.23	-2%	0.3%
COC(=O)Cc1c(C(=O)OC)nnn1-c1ccc(OC(F)(F)F)cc1	-0.84	24%	-1%	10%	2%	-0.3%	0.94	-0.14	13%	0.65	-16%	-0.3%
Cc1ccc(NC(=S)N2CCC(NC(=O)c3ccccc3)CC2)cc1	.	-28%	.	93%*	-7%	-0.2%	.	.	.	.	-5%	0.2%
CS(=O)(=O)N(CC(=O)N1CCN(c2cccc(Cl)c2)CC1)C1CCCCC1	-0.47	-1%	13%	-3%	-8%	3.5%	-0.74	-0.27	1%	-0.42	-6%	-0.1%
COc1ccc(C2C(C(=O)OC3CCCCC3)=C(C)Nc3nnnn32)c(OC)c1OC (stereo not drawn)	-1.1	-27%	2%	4%	-43%	5.1%	0.039	-0.19	14%	1.1	-13%	0.4%
COc1cccc(NC(=O)Cn2c(=O)oc3cc(S(=O)(=O)N4CCCC4)ccc32)c1	0.16	-2%	8%	17%	15%	4.2%	-0.15	-0.23	-10%	0.39	8%	0.0%
CCCc1cc(N2CCC(C(N)=O)CC2)nc(-c2ccccc2)n1	-0.22	-18%	8%	14%	-38%[20 µM]	-0.5%	0.91	-0.21	1%	0.11	-10%	-0.1%
Cn1c(SCC(=O)N/N=C/c2ccco2)nc2ccccc21	0.36	-23%	0%	9%	-9%	-1.3%	-0.19	-0.28	1%	-0.054	0%	-0.1%
COc1ccc(OC)c2c(=O)cc(C(=O)O)[nH]c12	0.9	4%	1%	13%	21%	-4.1%	0.43	-0.3	1%	0.62	12%	-0.1%
CC(=O)c1c(C)[nH]c(C(=O)CSc2ncnc3sc(-c4ccccc4)cc23)c1C	0.08	-19%	4%	39%	-31%	5.1%	-0.9	0.065	0%	-0.16	13%	0.1%

A few values from the results shown:
In M17LAP inhibition, `COc1ccc(OC)c2c(=O)cc(C(=O)O)[nH]c12` is entered as 1%
In GPR55 activation, `CC(=O)c1c(C)[nH]c(C(=O)CSc2ncnc3sc(-c4ccccc4)cc23)c1C` is entered as 0.1%

Further entries follow.
SMILES	Dynein cargo inh cell count	NOD1 inhibition	M1AAP inhibition	HEK293 NOD2/NF-kB	KOR beta-arrestin-2	KOR beta-arrestin-1	Dynein cargo inh	Dynein cargo inh cytoplasmic EGFP	M17LAP inhibition	Dynein cargo inh nuclear GR-EGFP	AID2073	GPR55 activation
O=C(Nc1ccc(F)cc1)c1cccc(N2C(=O)C3C4C=CC(C4)C3C2=O)c1 (stereo not drawn)	.	-16%	.	11%	34%	-0.2%	.	.	.	.	20%	-0.1%
CCN1C(=O)C2(SC(NC(C)=O)=NN2C(C)=O)c2cc(C)cc(C)c21 (stereo not drawn)	-1.2	-29%	1%	16%	-63%	3.8%	2.7	-0.24	5%	1	4%	0.2%
CCN(CC)CCCNC(=S)N(Cc1cccs1)Cc1cc2cc3c(cc2[nH]c1=O)OCCO3	1.4	-15%	7%	1%	-24%[20 µM]	-9.4%	-0.58	-0.23	1%	-0.75	3%	-0.1%
O=C(NCCCO)C(=O)NCc1ccccn1	0.66	-17%	1%	18%	8%	1.6%	-0.79	-0.29	0%	-0.27	?	-0.1%
NC(=S)Nc1ccc(Cl)cc1Cl	0.15	-5%	-1%	12%	38%	0.6%	-0.28	-0.27	0%	-0.26	2%	-0.3%
O=S(=O)(NC1CC1)c1ccccc1	.	-1%	.	-10%	-26%	-0.5%	.	.	.	.	-4%	-0.3%
O=C(N/N=C/c1ccc(-c2ccccc2[N+](=O)[O-])o1)c1cccnc1	-0.59	-2%	11%	14%	18%	4.5%	0.22	0.11	14%	-0.01	2%	-0.3%
COc1ccc(/C=C/C(=O)C2CC2)cc1COc1cccc(C)c1C	-1.9	-8%	3%	6%	24%	0.0%	0.61	-0.063	-4%	0.24	8%	-0.1%
Cc1ccc(S(=O)(=O)N2CCCCC2)cc1C(=O)NCC1CCCO1 (stereo not drawn)	.	-31%	.	1%	23%	-0.4%	.	.	.	.	8%	0.0%
CC(C)(C)c1nc2scc(-c3ccc(Cl)cc3)c2c(=O)o1	0.96	6%	52%	15%	-20%	-4.2%	-0.19	0.086	26%	0.012	7%	-0.2%
Cc1nn(CCCC(=O)Nc2ccccn2)c(C)c1[N+](=O)[O-]	-0.78	-50%	0%	2%	-26%	-0.3%	0.28	-0.11	22%	0.22	1%	-0.5%
Fc1ccc(-c2cnn3c(-c4ccncc4)ccnc23)cc1	-1.1	-52%	6%	-118%	-37%	-1.0%	0.8	-0.26	0%	0.23	-12%	-0.3%
Cc1nc(C2COc3ccccc3O2)sc1C(=O)O (stereo not drawn)	-0.16	-11%	0%	-9%	21%	0.1%	0.16	-0.22	7%	-0.036	-2%	0.0%
CN(C)S(=O)(=O)c1cccc2c1C(=O)c1ccccc1C2=O	0.57	-24%	4%	12%	16%	-0.4%	-0.37	0.03	16%	-0.47	-6%	0.4%
Cc1cc(C)n2c(-c3ccccc3Cl)nnc2n1	0.53	-45%	12%	2%	-14%	0.3%	-1.3	-0.12	-7%	-0.63	16%	0.4%
COC(=O)c1cn(-c2ccccc2)c(=O)c2ccccc12	1.2	3%	1%	2%	13%	0.2%	-1.2	0.96	3%	-0.069	4%	-0.3%
C/C(=N/NC(=O)CNc1ccc(C)cc1)c1ccc(Br)s1	0.84	-7%	2%	-6%	-1%	5.6%	-0.74	-0.17	4%	-0.56	-11%	-0.4%
Cc1cc2ccccc2n1CCNC(=O)COc1ccccc1	0.047	-4%	8%	-10%	-7%	-2.6%	-0.17	0.34	5%	0.09	15%	-0.1%
COC(=O)[C@H](CC(C)C)NC(=O)NC1CCCc2ccccc21 (stereo partly drawn)	1.1	-7%	7%	4%	-1%	-0.8%	-0.33	-0.21	6%	-0.17	?	-0.1%
CC12CC3CC(C)(C1)CC(CN1CCOCC1)(C3)C2	-0.69	7%	7%	-5%	-7%	3.7%	0.48	-0.11	3%	0.18	-6%	0.1%
COc1ccc2nc(NC(=O)c3ccccc3-c3ccccc3C(=O)O)sc2c1	-2.3	-28%	?	13%	-23%[20 µM]	.	3.5	0.027	25%	1.6	8%	-0.1%
COc1ccccc1NC(=O)c1ccc(NC(=O)CSc2nncn2C)cc1	0.45	-19%	-5%	10%	10%	-3.1%	-0.3	-0.27	1%	-0.4	-5%	-0.1%
CC(C)c1ccccc1-n1c(SCc2cc(=O)oc3ccc4ccccc4c23)nnc1-c1cccnc1	-0.78	-16%	11%	-5%	-7%	-0.6%	-0.1	-0.072	0%	0.0085	42%	-0.1%
CCOC(=O)Cn1c(=N)n(CCOc2ccc(F)cc2)c2ccccc21	0.3	-7%	1%	13%	9%	-4.7%	-0.98	-0.22	-7%	-0.53	-4%	0.0%
Cc1ccc2nc(-c3ccncc3)cc(-c3ccccc3)c2c1	0.46	.	2%	2%	18%	1.4%	-0.5	-0.17	4%	-0.39	-4%	-0.2%
Cc1nnc2ccc(-c3cccc(NS(C)(=O)=O)c3)nn12	-0.63	7%	6%	9%	-42%	9.7%	0.71	-0.28	7%	0.61	0%	0.7%
COc1ccc(/C=C2\SC(=NCc3ccccc3)NC2=O)cc1	0.65	51%	0%	-95%	-65%	58%	-0.52	-0.24	-3%	-0.63	6%	0.2%
NC(=O)c1cccc(-c2cccc(OC(=O)NC3CCCCC3)c2)c1	.	-4%	.	12%	-20%[20 µM]	-6.3%	.	.	.	.	1%	0.2%
Cc1ccccc1NC(=S)NC(=O)c1cncc(Br)c1	0.88	5%	10%	3%	1%	-0.4%	-1.2	-0.26	1%	-0.34	2%	0.0%
Cc1[nH]n(-c2ccccc2)c(=O)c1C=NCCc1ccccc1	0.3	-43%	0%	10%	-38%[20 µM]	-3.0%	0.81	-0.16	4%	0.14	-12%	-0.1%
CCOC(=O)C(C)n1cnc2c(nnn2-c2ccc(OC)cc2)c1=O (stereo not drawn)	-1.2	-17%	3%	2%	-23%	2.6%	0.85	-0.054	0%	1	1%	-0.1%
CCC(=O)OC1(C)C(=O)C2=COC(c3ccc(OC)cc3)=CC2=C(Br)C1=O (stereo not drawn)	0.41	-5%	13%	12%	2%	4.8%	-0.93	-0.72	-3%	-0.72	-7%	-0.2%
CCOc1ccc2[nH]c(=O)c(C(c3nnnn3Cc3ccco3)N3CCCC(C)C3)cc2c1 (stereo not drawn)	-0.18	8%	9%	4%	-83%	0.8%	-0.67	-0.087	9%	-0.0081	7%	-0.2%
COc1ccccc1NC(=O)CCn1c(=O)sc2ccccc21	0.87	-48%	0%	2%	18%	15%	-0.67	-0.24	15%	-0.4	1%	-0.2%
CCOc1cc(CN2CCC(n3nccc3NC(=O)C3CC3)CC2)ccc1O	.	-23%	.	-3%	-1%	-0.6%	.	.	.	.	-4%	-0.2%
Cc1ccc2nc(NCc3ccco3)c(C=NCc3ccco3)c(=O)n2c1	1.7	-5%	4%	12%	-28%	-8.9%	-0.71	-0.15	-9%	-0.18	30%	-0.3%
CCN(CC)S(=O)(=O)c1ccc(/C=C/C(=O)Nc2ccc(F)cc2F)cc1	0.47	56%	-4%	1%	-55%	-5.7%	-0.56	-0.23	9%	-0.46	23%	1.3%
CCOC(=O)N1CCN(S(=O)(=O)c2cc(Cl)ccc2Cl)CC1	0.4	-43%	3%	2%	36%	2.5%	0.94	-0.22	2%	0.61	-2%	0.3%
CCC(=O)N1CCc2cc(OC)c(OC)cc2C1COc1ccc(OC)cc1 (stereo not drawn)	-0.001	-20%	8%	17%	-30%	2.2%	0.19	-0.19	2%	-0.23	26%	0.0%
